TDP2 absorb: blocks human TDP2 phosphodiesterase activity; recombinant TDP2, T5PNP hydrolysis, p-nitrophenol absorbance 415 nm; 370,000 tested, 0.34% active; inhibition, % at 12.8 µM; O95551; AID 720702;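 active = inhibition above the mean of all tested compounds plus 3 SD, set per campaign, cut at about 25% in these data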;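 also: 0% = DMSO with enzyme and 100% = buffer with substrate but no TDP2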
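Assay system: recombinant human TDP2 / Reagent: T5PNP substrate at 5 mM, a TopII-DNA adduct mimic / Measured by: epi absorbance from released p-nitrophenol / Evaluation: % inhibition relative to enzyme-containing and enzyme-free wells / Control set: enzyme-free and DMSO wells / Replicates: each compound tested once, singlicate / Schedule: enzyme reaction with compound for 2 h at 37 °C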
mABHD4 FP: ABHD4 (mouse) inhibition, primary FP screen; 370,000 tested, 0.54% active; inhibition, % at 8.92 µM; Q8VD66; purified mABHD4, FP-Rh probe fluorescence polarization;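 active = inhibition exceeding the mean over every tested compound plus 3 SD, cut at about 30% in these data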;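 also: 0% = plate median of compound wells and 100% = S159A mutant with DMSO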
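assay system = mABHD4 protein | compound dosing = single nominal dose of 8.92 µM, 0.89% DMSO final | read-out basis = percent inhibition of probe binding, normalized to plate controls | schedule = Enzyme–compound pre-incubation 45 min, then probe 60 min, both 25 °C | detection = fluorescence polarization, excitation 525 nm, emission 598 nm, BODIPY TMR filters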
SIAE inh: human SIAE inhibition, primary screen. Q9HAT2. SIAE FP-Rh probe binding, fluorescence polarization. inhibition, % at 9.66 µM. 370,000 tested, 0.69% active. AID 1053197;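 active = inhibition above a cutoff: mean of compounds within the control limits plus 3 SD of those, cut at about 17% in these data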;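 also: 0% = plate median of compound wells and 100% = probe without SIAE protein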
MBD2 DNA inh: MBD2-methylated oligo binding inhibition; 370,000 tested, 0.31% active; inhibition, % at 4.4 µM; AID 686964; TR-FRET, MBD2 binding to methylated oligonucleotide; Q9UBB5; in the data active = inhibition above about 13%
Target sequence (Q9UBB5 whole entry, looked up): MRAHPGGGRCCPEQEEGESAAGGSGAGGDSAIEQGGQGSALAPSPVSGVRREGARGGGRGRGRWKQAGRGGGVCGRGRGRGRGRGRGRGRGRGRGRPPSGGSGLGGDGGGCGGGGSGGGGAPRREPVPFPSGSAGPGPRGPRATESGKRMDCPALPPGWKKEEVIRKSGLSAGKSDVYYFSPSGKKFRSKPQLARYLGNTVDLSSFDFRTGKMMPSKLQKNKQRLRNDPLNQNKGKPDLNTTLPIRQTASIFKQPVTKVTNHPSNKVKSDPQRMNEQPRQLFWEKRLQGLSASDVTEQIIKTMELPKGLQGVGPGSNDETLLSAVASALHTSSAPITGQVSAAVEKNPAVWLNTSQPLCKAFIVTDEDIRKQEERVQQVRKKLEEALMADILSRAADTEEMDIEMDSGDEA
TCR CD3 inh: inhibitors of human TCR-CD3 interaction; inhibition, % at 9.4 µM; TAMRA-labeled TCR probe fluorescence, biochemical; AID 651800; 360,000 tested, 0.37% active; in the data active = inhibition above about 19%;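 also: recombinant mutant TCR 2C K166C tagged with TAMRA read by polarization; 0% = receptor in buffer alone and 100% = receptor with positive control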
NPR2 activator: GC-B (human) receptor activation; activation, % at 10 µM; AID 1920062; HEK293-GC-B cells, CNP EC30, cGMP TR-FRET; 0% at EC30 CNP, 100% saturating CNP; 370,000 tested, 0.11% active;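 active = activation at 10 µM reaching about 35% in either raw or pattern-adjusted values, limit read from the data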
rCAG binder: molecules binding r(CAG) RNA repeats | r(CAG) RNA repeat, TO-PRO-1 dye displacement fluorescence | inhibition, % at 3 µM | 370,000 tested, 1.3% active;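 active = inhibition above the plate cutoff, the mean of all test compounds on that plate plus 3 SD, cut at about 35% in these data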;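 also: 0% = DMSO alone and 100% = 100 µM mitoxantrone as full dye displacement; higher means more dye released from RNA so lower well fluorescence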
HTRA1 inh: HTRA1 (human) protease inhibition | inhibition, % at 5.96 µM | AID 504803 | 340,000 tested, 0.5% active | recombinant HTRA1, FP-rhodamine activity-based probe, fluorescence polarization; in the data active = inhibition above about 36%;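 also: 0% = enzyme with DMSO and 100% = wells lacking enzyme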
Target sequence (Q92743 whole entry, looked up): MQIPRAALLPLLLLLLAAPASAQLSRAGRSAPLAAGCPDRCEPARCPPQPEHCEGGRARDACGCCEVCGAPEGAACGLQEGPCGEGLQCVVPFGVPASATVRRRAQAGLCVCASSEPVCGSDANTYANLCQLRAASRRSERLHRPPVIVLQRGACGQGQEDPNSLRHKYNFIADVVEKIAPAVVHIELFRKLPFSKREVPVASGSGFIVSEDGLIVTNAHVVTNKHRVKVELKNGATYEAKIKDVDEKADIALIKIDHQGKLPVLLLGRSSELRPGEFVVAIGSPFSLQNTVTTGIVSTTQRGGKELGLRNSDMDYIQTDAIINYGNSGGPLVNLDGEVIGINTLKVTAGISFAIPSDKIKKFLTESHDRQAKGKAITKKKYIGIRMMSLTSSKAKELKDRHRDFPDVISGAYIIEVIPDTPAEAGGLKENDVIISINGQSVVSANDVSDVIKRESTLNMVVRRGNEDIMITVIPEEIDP
PRMT1 inh: PRMT1 (human) inhibition, primary screen | 370,000 tested, 1.3% active | Q99873 | inhibition, % at 2.79 µM | recombinant PRMT1, activity-based probe fluorescence polarization;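 active = inhibition above about 21% made by adding two undisclosed values, limit read from the data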
LEDGF integ inh: blocks HIV-1 LEDGF/p75-dependent DNA integration; TR-FRET IN-LEDGF/p75 DNA integration, Eu/Cy5; inhibition, % at 3.7 µM; 370,000 tested, 0.64% active; AID 743269;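 active = inhibition above the screen-wide mean plus 3 SD, cut at about 13% in these data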;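 also: signal is the Cy5 over europium emission ratio at 671 and 618 nm; 0% = plate median of compound wells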
* = called active by the depositor; x = no result given.

No.	Molecule	TDP2 absorb	mABHD4 FP	SIAE inh	MBD2 DNA inh	TCR CD3 inh
1	COc1ccc(/C=N/N2C(C)CCCC2C)cc1O (stereo unspecified)	-12	0	7	-1	-2
2	CCCCCCCCNS(=O)(=O)CC1NCc2cc(OC)ccc21 (stereo unspecified)	-3	3	-8	2	x
3	Cc1cccc(C)c1NC(=O)CSc1n[nH]c(=O)n1C1CC1	-5	-7	4	-7	-6
4	CC(C)(C)Cc1c(-c2cccc(Cl)c2)nc2ccc(Br)cn12	-1	4	2	4	2
5	COc1ccc(Nc2cccc(Cl)c2)c(C(=O)O)c1	13	11	1	3	5
6	O=c1cc(-c2ccc(OCc3ccccc3)cc2)oc2cc(OCc3ccccc3)cc(OCc3ccccc3)c12	1	-4	0	-3	-3
7	CC(NC(=O)c1c(O)c2ccccc2n(C)c1=O)c1ccccc1 (stereo unspecified)	1	3	-2	3	-6
8	CC(=O)Nc1nnc(-c2ccc(Cl)s2)o1	-3	5	4	-4	6
9	CC(C)(C)NC(=S)NCc1ccc2c(c1)OCO2	4	-3	-2	-7	3
10	CC(=O)Nc1sc2c(c1C#N)CCN(Cc1ccccc1)C2	6	8	6	3	0

No.	NPR2 activator	rCAG binder	HTRA1 inh	PRMT1 inh	LEDGF integ inh
1	1	-1	10	-3	2
2	3	3	x	3	0
3	-1	0	2	2	-5
4	-1	9	x	4	0
5	2	15	-6	2	1
6	3	10	-25	2	-2
7	5	1	-18	3	-7
8	-1	2	1	0	1
9	2	-2	2	1	-3
10	-5	0	-2	-2	-1

More entries follow.
No.	Molecule	TDP2 absorb	mABHD4 FP	SIAE inh	MBD2 DNA inh	TCR CD3 inh
11	CCOc1ccc(NC(=O)C2CCCN(S(=O)(=O)c3cccc4nsnc34)C2)cc1 (stereo unspecified)	15	1	0	-1	-1
12	CN(C)S(=O)(=O)c1ccc(Cl)c(NC(=O)CN2CCCC2)c1	0	2	1	3	1
13	CC1CCCC(NC(=O)CSc2nncs2)C1C (stereo unspecified)	7	5	5	0	7
14	FC(F)(F)c1cccc(NC(=S)NNC(=S)NCc2ccccc2)c1	-9	11	7	-8	0
15	NC(=O)CC(NC(=S)NCc1ccccc1)C(=O)O (stereo unspecified)	-1	5	-1	5	10
16	CC(C)c1c(O)nc(SCCN(C)C)[nH]c1=O	-2	-4	-2	-1	9
17	O=C(CCc1nnc(CCCCc2ccccc2)o1)N1CCCC(O)C1 (stereo unspecified)	8	2	-3	-2	8
18	COc1ccccc1-c1cccc([C@@H]2C[C@H]3[C@@H](CN2)CON3C)c1	4	2	4	-1	-9
19	CCOC(=O)N1CCN(C(=O)COC(=O)CNC(=O)c2ccc(C)cc2)CC1	-10	3	6	3	5
20	O=C(NC(=S)NCC1CCCO1)c1ccccc1F (stereo unspecified)	0	-5	-1	-1	0

No.	NPR2 activator	rCAG binder	HTRA1 inh	PRMT1 inh	LEDGF integ inh
11	-3	-1	10	-2	0
12	0	2	4	-3	1
13	0	-1	-3	1	-4
14	0	78*	19	-1	-2
15	2	-3	-10	13	1
16	0	0	-1	1	-4
17	9	-2	-2	0	-2
18	3	3	-4	-1	2
19	-1	-3	-2	7	2
20	4	-3	1	-3	-2

(list continues)
No.	Molecule	TDP2 absorb	mABHD4 FP	SIAE inh	MBD2 DNA inh	TCR CD3 inh
21	Cc1nc(C)c(-c2csc(Nc3ncccc3C)n2)s1	12	3	7	-1	0
22	CCC1(C)Cc2c(C#N)c(SC)nc(N3CCOCC3)c2CO1 (stereo unspecified)	-5	4	-13	-4	-3
23	O=C(O)CCCCCNC(=O)c1ccncc1	8	0	-2	-7	1
24	O=C(NCc1ccccc1)N1CCC(c2nc3ccc(Cl)cc3[nH]2)CC1	3	1	-2	-1	x
25	CC(=O)Nc1ccc(NC(=O)CN(C)S(=O)(=O)c2ccc3ccccc3c2)cc1	-4	7	-1	-1	0
26	COc1ccc(NC(=O)CSCc2cc(=O)n3ccsc3n2)cc1	-2	2	1	1	-3
27	COCCCNc1nc2ccccc2nc1NS(=O)(=O)c1ccc(C)c(C)c1	-5	1	4	-6	5
28	Cc1ccccc1C(=O)Nc1ccc(C(=O)O)cc1NC(=O)c1ccccc1C	4	3	-1	2	-6
29	COc1ccccc1-c1cnn2c(NC3CCCC3)cc(C)nc12	-13	-4	-15	6	-11
30	Clc1cccc(-c2nc(NCCN3CCOCC3)c3ccccc3n2)c1	-6	-3	-4	3	0

No.	NPR2 activator	rCAG binder	HTRA1 inh	PRMT1 inh	LEDGF integ inh
21	-1	-1	-4	-1	-3
22	7	-10	x	-1	-1
23	2	-1	5	-3	2
24	-7	3	x	-5	-1
25	3	4	-3	0	-4
26	7	-2	2	5	-7
27	-4	34	-8	1	-4
28	-3	3	2	3	-2
29	-4	-3	6	5	-1
30	7	2	-24	-2	3

The list continues.
No.	Molecule	TDP2 absorb	mABHD4 FP	SIAE inh	MBD2 DNA inh	TCR CD3 inh
31	CN1CCN(C(=O)c2cc(-c3cccc(Cl)c3)on2)CC1	-7	10	2	-4	-3
32	Cc1cccc(NC(=O)CCN2C(=O)C3C4C=CC(C4)C3C2=O)c1 (stereo unspecified)	-16	-10	-3	7	-4
33	C[n+]1ccc2[nH]c3ccccc3c2c1	0	-1	26*	1	4
34	Nc1ccc(Oc2ccc3c(c2)C(=O)N(CC2CCCO2)C3=O)cc1 (stereo unspecified)	-7	3	-1	2	-1
35	COC(=O)COc1ccc(S(=O)(=O)N2CCN(c3ccc(F)cc3)CC2)cc1	-6	3	-1	6	-7
36	Cc1ccc(CN2CC(C(=O)Nc3cc(C)ccn3)CC2=O)cc1 (stereo unspecified)	-3	2	-3	1	-3
37	CC(=O)N1CCN(S(=O)(=O)c2cccc(C(=O)OCc3cccc(F)c3)c2)CC1	-6	-2	-6	1	-4
38	O=C(COC(=O)c1cccnc1Cl)NCc1cccs1	3	-1	6	2	-5
39	COc1ccc(CCNC(=S)NC(=O)c2cccc([N+](=O)[O-])c2)cc1OC	-4	6	3	-8	-7
40	COC(=O)C1(Cc2ccccc2)NC(c2ccc(F)cc2)C2C(=O)N(C)C(=O)C21 (stereo unspecified)	-8	-7	-2	-7	4

No.	NPR2 activator	rCAG binder	HTRA1 inh	PRMT1 inh	LEDGF integ inh
31	0	-5	0	-2	0
32	-7	-3	-1	5	2
33	2	3	x	-3	1
34	-2	-5	5	2	-9
35	-5	-6	8	0	0
36	0	-3	-8	-1	3
37	0	0	-2	-5	3
38	0	-2	3	-7	4
39	-1	-2	-2	-4	5
40	-1	-1	-2	-4	-2

Other entries follow:
No.	Molecule	TDP2 absorb	mABHD4 FP	SIAE inh	MBD2 DNA inh	TCR CD3 inh
41	CN(C)/N=C/c1cc([N+](=O)[O-])ccc1O	-7	-1	4	0	2
42	COc1cc(Cl)c(C)cc1NC(=O)COC(=O)C1=NN(c2ccccc2)C(=O)CC1	0	1	6	5	0
43	O=C(NNc1ncnc2c1cnn2-c1cccc(Cl)c1)c1ccco1	-6	7	8	1	1
44	Cc1cc(=O)[nH]c(-n2[nH]c(C)cc2=O)n1	6	-1	4	-8	1
45	Nc1ccc(C(=O)NCCCSc2ccccc2)cc1[N+](=O)[O-]	-5	-6	2	3	2
46	COCCNC(=S)N(C)C1(c2ccccc2Cl)CCCCC1=O (stereo unspecified)	-3	-1	2	1	3
47	O=C(Nc1ccccc1)N(CCN1CCOCC1)Cc1cccc(Cl)c1	7	-10	10	-6	3
48	CC(NC(=O)c1ccc(N(C)C)cc1)C1CC2CCC1C2 (stereo unspecified)	8	4	6	-1	8
49	O=C(CCCN1C(=O)/C(=C/c2cccc(Br)c2)SC1=S)Nc1ccccn1	10	-11	3	4	1
50	O=C(Nc1c(F)c(F)c(F)c(F)c1F)C1CCCCC1	-11	-4	-2	0	-2

No.	NPR2 activator	rCAG binder	HTRA1 inh	PRMT1 inh	LEDGF integ inh
41	5	-1	6	0	-3
42	-3	1	-18	4	-2
43	-5	17	-2	5	-3
44	-1	4	5	-3	4
45	-6	6	-14	-1	2
46	0	-2	-2	-3	0
47	0	-9	0	-4	2
48	3	-3	-2	-1	-1
49	-8	2	-13	-1	0
50	-3	1	-1	-1	-7

Other entries
No.	Molecule	TDP2 absorb	mABHD4 FP	SIAE inh	MBD2 DNA inh	TCR CD3 inh
51	Cc1ccc(C(=O)OCC(=O)Nc2ccc(N(C)C)cc2)cc1NC(=O)c1ccco1	3	12	4	0	2
52	COc1ccccc1N1CCN(C2CCN(C(=O)COc3cccc(C)c3)CC2)CC1	16	21	-3	-4	6
53	CSC(=NC#N)N1CCN(c2ccccc2)CC1	-4	3	4	2	3
54	CC(C)(C)c1ccc(C(=O)NNC(=O)C2CCCCC2)cc1	-6	0	2	2	-5
55	CCCCn1nnnc1C(c1ccccc1)N1CCN(C(=O)C2CCCO2)CC1 (stereo unspecified)	7	2	-3	-6	0
56	O=C(Nc1nc2cc3c(cc2s1)OCO3)C1CCCCC1	-5	8	5	0	9
57	COc1cc(CCC(=O)OCC(=O)Nc2nc(C)c(Cl)cc2Cl)cc(OC)c1OC	6	1	-2	1	-3
58	CCN(Cc1ccccc1)N=Nc1ccccc1	0	3	-3	6	2

No.	NPR2 activator	rCAG binder	HTRA1 inh	PRMT1 inh	LEDGF integ inh
51	-5	4	4	1	-1
52	0	-7	3	0	3
53	1	-2	-2	-3	6
54	3	-5	5	2	-5
55	7	1	x	-1	1
56	1	1	-6	1	0
57	4	-7	0	-3	-1
58	2	1	-2	3	-2

A draw from above in order of count of non-hydrogen atoms, high to low.
No.	Molecule	TDP2 absorb	mABHD4 FP	SIAE inh	MBD2 DNA inh	TCR CD3 inh
51	Cc1ccc(C(=O)OCC(=O)Nc2ccc(N(C)C)cc2)cc1NC(=O)c1ccco1	3	12	4	0	2
57	COc1cc(CCC(=O)OCC(=O)Nc2nc(C)c(Cl)cc2Cl)cc(OC)c1OC	6	1	-2	1	-3
55	CCCCn1nnnc1C(c1ccccc1)N1CCN(C(=O)C2CCCO2)CC1 (stereo unspecified)	7	2	-3	-6	0
49	O=C(CCCN1C(=O)/C(=C/c2cccc(Br)c2)SC1=S)Nc1ccccn1	10	-11	3	4	1
54	CC(C)(C)c1ccc(C(=O)NNC(=O)C2CCCCC2)cc1	-6	0	2	2	-5
48	CC(NC(=O)c1ccc(N(C)C)cc1)C1CC2CCC1C2 (stereo unspecified)	8	4	6	-1	8
50	O=C(Nc1c(F)c(F)c(F)c(F)c1F)C1CCCCC1	-11	-4	-2	0	-2
53	CSC(=NC#N)N1CCN(c2ccccc2)CC1	-4	3	4	2	3

No.	NPR2 activator	rCAG binder	HTRA1 inh	PRMT1 inh	LEDGF integ inh
51	-5	4	4	1	-1
57	4	-7	0	-3	-1
55	7	1	x	-1	1
49	-8	2	-13	-1	0
54	3	-5	5	2	-5
48	3	-3	-2	-1	-1
50	-3	1	-1	-1	-7
53	1	-2	-2	-3	6

Only part of the results is shown; the hit share may differ from the screen's.
